Screening data as filed in PubChem BioAssay.
TcdB inh: TcdB glycohydrolase inhibitors, primary screen, biochemical, single point, plate reader; AID 652162, 2013; inhibition, % at 9.99 µM; TcdB glycohydrolase enzymatic assay; actives 0.24% (n = 350,000); in the data active = inhibition above about 10%
Target sequence (P18177 whole entry, looked up): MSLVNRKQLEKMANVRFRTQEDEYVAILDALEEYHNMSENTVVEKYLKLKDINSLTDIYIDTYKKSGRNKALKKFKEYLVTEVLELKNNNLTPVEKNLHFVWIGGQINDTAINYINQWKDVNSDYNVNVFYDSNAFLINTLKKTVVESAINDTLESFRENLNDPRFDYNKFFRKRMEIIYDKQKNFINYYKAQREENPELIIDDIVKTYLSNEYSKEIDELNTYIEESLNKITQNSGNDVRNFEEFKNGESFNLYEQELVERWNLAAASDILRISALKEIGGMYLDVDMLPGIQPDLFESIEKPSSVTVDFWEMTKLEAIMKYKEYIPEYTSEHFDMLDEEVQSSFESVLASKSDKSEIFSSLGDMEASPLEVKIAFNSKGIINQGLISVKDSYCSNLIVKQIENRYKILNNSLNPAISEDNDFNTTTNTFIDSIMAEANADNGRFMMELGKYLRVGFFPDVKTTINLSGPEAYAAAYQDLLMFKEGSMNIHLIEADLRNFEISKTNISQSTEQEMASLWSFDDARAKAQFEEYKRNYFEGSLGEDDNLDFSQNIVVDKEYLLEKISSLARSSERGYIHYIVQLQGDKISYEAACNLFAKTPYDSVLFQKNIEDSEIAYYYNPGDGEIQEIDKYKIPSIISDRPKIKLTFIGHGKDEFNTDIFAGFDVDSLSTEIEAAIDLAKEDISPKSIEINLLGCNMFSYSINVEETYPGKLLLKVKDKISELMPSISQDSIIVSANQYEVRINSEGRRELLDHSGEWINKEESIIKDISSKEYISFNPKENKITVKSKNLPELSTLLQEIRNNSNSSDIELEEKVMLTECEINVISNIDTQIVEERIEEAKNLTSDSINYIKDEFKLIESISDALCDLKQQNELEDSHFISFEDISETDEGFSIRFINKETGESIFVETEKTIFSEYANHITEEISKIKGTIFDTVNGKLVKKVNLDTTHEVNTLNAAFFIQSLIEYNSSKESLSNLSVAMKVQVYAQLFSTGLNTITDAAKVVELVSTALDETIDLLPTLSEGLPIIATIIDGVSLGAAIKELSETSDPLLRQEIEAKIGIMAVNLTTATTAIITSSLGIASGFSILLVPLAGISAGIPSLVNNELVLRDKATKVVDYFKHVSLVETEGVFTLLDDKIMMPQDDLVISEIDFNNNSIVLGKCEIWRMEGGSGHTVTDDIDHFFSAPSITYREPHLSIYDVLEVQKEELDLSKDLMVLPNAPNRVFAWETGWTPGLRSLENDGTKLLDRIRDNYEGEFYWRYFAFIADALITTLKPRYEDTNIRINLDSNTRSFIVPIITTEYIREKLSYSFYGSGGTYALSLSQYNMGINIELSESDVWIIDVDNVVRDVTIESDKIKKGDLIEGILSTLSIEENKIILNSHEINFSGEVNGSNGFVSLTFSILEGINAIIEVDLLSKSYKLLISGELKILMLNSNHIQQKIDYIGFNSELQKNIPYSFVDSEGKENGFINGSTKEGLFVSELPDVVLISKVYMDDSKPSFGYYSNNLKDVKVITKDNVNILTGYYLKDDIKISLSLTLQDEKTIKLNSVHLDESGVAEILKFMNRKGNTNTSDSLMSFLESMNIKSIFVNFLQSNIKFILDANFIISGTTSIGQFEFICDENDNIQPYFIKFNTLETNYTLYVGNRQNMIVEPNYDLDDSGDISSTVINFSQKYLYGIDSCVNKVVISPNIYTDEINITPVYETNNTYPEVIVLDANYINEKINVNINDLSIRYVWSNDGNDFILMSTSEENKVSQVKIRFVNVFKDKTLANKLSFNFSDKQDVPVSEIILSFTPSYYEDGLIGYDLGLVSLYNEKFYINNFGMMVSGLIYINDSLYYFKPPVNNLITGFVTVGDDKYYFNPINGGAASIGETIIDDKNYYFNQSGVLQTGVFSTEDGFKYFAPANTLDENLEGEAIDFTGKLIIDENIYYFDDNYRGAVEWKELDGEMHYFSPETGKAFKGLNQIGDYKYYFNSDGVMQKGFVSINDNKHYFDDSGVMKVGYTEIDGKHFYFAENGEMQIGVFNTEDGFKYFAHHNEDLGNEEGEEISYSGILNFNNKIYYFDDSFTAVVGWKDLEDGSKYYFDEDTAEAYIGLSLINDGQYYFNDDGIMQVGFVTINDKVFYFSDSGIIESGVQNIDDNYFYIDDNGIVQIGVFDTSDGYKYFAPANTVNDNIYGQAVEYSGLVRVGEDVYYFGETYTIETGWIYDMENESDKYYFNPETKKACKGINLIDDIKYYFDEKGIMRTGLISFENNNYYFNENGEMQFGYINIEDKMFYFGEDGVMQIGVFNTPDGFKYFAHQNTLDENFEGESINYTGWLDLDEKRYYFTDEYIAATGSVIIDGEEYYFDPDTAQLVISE
GDH-TPI inh: GDH-TPI coupling enzyme inhibitors, primary screen, artefact control for M. tuberculosis FBA inhibitor project, biochemical, absorbance, full deck. actives 1.2% (n = 360,000). AID 588335, 2011. inhibition, % at 4.8 µM. GDH-TPI coupled enzyme counterscreen, NADH absorbance; in the data active = inhibition above about 30%;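 note: 0% = DMSO wells and 100% = wells lacking the enzyme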
PfHsp40 yeast: rescue of yeast from PfHsp40 toxicity, primary screen, S. cerevisiae, ATP luminescence. S. cerevisiae expressing PfHsp40, growth rescue. growth rescue, % at 12.5 µM. actives 0.68% (n = 340,000); in the data active = growth rescue above about 28%, passing the limit was not always enough;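 note: yeast W303a lacking pdr1 and pdr3 grown in galactose medium; growth measured after three days at 30 °C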
FBA Mtb inh: Mtb FBA enzyme inhibitors, primary screen, biochemical, fluorescence, strain H37Rv; actives 2.3% (n = 360,000); AID 588726, 2011; purified M. tuberculosis FBA, fluorescence read-out; inhibition, % at 1 µM; Fructose-bisphosphate aldolase (Mycobacterium tuberculosis (strain ATCC 25618 / H37Rv)), …; in the data active = inhibition above about 27%;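 note: 0% = vehicle and 100% = reference inhibitor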
Y pestis TopoI: Yersinia pestis topoisomerase I inhibitors, primary screen, biochemical, cleavage product accumulation, plate reader, single point; Y. pestis Topo-I cleavage product accumulation; actives 0.064% (n = 360,000); activity, % at 10 µM; AID 504884, 2011; in the data active = activity above about 50%, passing the limit was not always enough; note: inactives centre near 2
Mtb BioA inh: M. tuberculosis BioA enzyme inhibitors, primary screen, biochemical, plate reader, single point, HTS | 7,8-diaminopelargonic acid synthase BioA (Mycobacterium tuberculosis) | purified M. tuberculosis BioA enzyme | inhibition, % at 9.99 µM | actives 0.096% (n = 360,000); in the data active = inhibition above about 40%
BH1578 lux ind: inducers of Vibrio cholerae quorum light production without autoinducers, primary screen, BH1578 luxS cqsA deficient, single point; V. cholerae BH1578 lux reporter, luminescence, 6 h; activation, % at 18.7 µM; actives 0.16% (n = 350,000); AID 588436, 2011; in the data active = activation mostly above about 9.7%, no sharp cut-off; note: not every result past the cut was called active; inactives centre near 0; reference of the scale not given here
FadD28 FP inh: inhibitors of FadD28 bisubstrate probe binding, primary screen, biochemical, fluorescence polarization, single point; Mycobacterium tuberculosis FadD28 fatty-acid-AMP ligase; inhibition, % at 12.5 µM; actives 0.22% (n = 360,000); AID 588549, 2011; in the data active = inhibition above about 8.5%, passing the limit was not always enough
Mtb UGM inh: M. tuberculosis UGM enzyme inhibitors, primary screen, biochemical, fluorescence polarization, single point. UDP-galactopyranose mutase (Mycobacterium tuberculosis (strain ATCC 25618 / H37Rv)), …. purified UGM, fluorescence polarization probe displacement. inhibition, % at 10 µM. actives 0.06% (n = 320,000). AID 504406, 2011; in the data active = inhibition above about 10%, passing the limit was not always enough
Starred values were filed as active, the others as inactive; i = inactive; x = not tested or not shown.

canonical_smiles	TcdB inh	GDH-TPI inh	PfHsp40 yeast	FBA Mtb inh	Y pestis TopoI	Mtb BioA inh	BH1578 lux ind	FadD28 FP inh	Mtb UGM inh
Cc1ccc(S(=O)(=O)N(Cc2cc3cc4c(cc3[nH]c2=O)OCCO4)CC2CCCO2)cc1 (stereo not drawn)	x	10.9	0.9	7.2	4.3	-1.8	-4.0	-2.4	4.5
CCC1(CC)C(=O)C(C)(C)C(=O)OC1c1cccs1 (stereo not drawn)	x	-1.1	-1.1	0.6	-5.2	-0.7	-0.6	-2.2	1.6
Cn1cnnc1SCC(=O)Nc1ccc(Cl)c(S(=O)(=O)N2CCOCC2)c1	0.5	1.6	0.2	1.4	1.1	x	-1.6	-2.9	-1.9
Cc1cccc(NC(=O)NC(C)CCc2ccccc2)c1 (stereo not drawn)	0.7	-6.3	1.6	2.3	3.9	-0.5	i	-2.7	-2.2
O=C(NC1CCSc2ccccc21)c1c(F)cccc1Cl (stereo not drawn)	0.7	0.3	-0.2	0.1	1.9	-1.8	i	-2.9	1.5
CC(C)(C)c1ccc(/C=C2\SC(=O)N(CCNC(=O)c3cccc(S(=O)(=O)N4CCOCC4)c3)C2=O)cc1	x	20.7	1.3	-3.3	15.9	-2.3	-0.3	0.5	-1.7
COC(=O)c1c(C)[nH]c(O)c1C=Nc1ccc(C(C)C)cc1	x	5.0	2.6	-3.9	-6.1	0.2	i	0.7	-4.8
Cn1cnc2c1c(=O)n(Cc1cccc(Br)c1)c(=O)n2C	x	0.3	-0.2	3.6	-4.9	1.2	-0.3	-2.7	-3.8
CC1(C(=O)NCc2ccccc2Br)CCN1C(=O)CCc1ccc(Cl)cc1Cl (stereo not drawn)	1.6	-4.4	x	-2.2	33.2	-0.9	i	-2.0	x
Cc1ccc(NC(=O)COc2nsnc2N2CCOCC2)cc1Cl	1.0	-0.8	2.7	1.3	-1.1	1.2	-0.4	-1.8	-2.5
CCOC(=O)C1=C(C)NC(SCC(=O)Nc2cc(C)on2)=C(C#N)C1c1cccs1 (stereo not drawn)	x	9.2	0.3	2.0	-4.1	0.3	-3.3	1.3	1.1
Cc1ccc(OCCCCNC2CCCC(C)C2C)c(C)c1 (stereo not drawn)	2.0	-1.6	1.4	1.6	8.7	x	-0.2	-1.5	0.1
Cc1cc([N+](=O)[O-])ccc1NC(=O)CCC(=O)N1CCCC1	1.5	6.5	-1.2	-0.2	-3.9	-1.1	-0.2	0.7	0.5
CCN(CC(=O)Nc1c(F)cccc1F)C(=O)c1ccc(=O)n(C)n1	0.5	0.0	-0.5	0.3	4.3	-0.4	2.3	-0.9	x
O=C(NCCCN1CCOCC1)C1Nc2ccc(OC(F)(F)F)cc2C2C=CCC12 (stereo not drawn)	x	10.1	-0.4	6.9	-2.8	-1.5	-1.1	-0.7	0.8
CCOC(=O)c1c(C)n(C)c2ccc(OCC(O)CN3C(=O)c4ccccc4S3(=O)=O)cc12 (stereo not drawn)	x	9.2	1.9	4.1	-0.1	-2.3	i	-1.2	-1.2
N#C/C(=C/c1ccc(Sc2nc3ccccc3[nH]2)o1)c1ccccc1F	x	21.6	6.0	0.1	0.6	x	4.4	-32.5	-1.6
CC(CCc1ccccc1)NC(=O)C1CCN(S(=O)(=O)N2CCCCC2)CC1 (stereo not drawn)	x	7.1	0.7	1.8	29.3	-3.6	-0.4	1.2	-0.9
CCCc1nc(SCC(=O)Nc2ccccc2OC)c2c(=O)n(C)c(=O)n(C)c2n1	0.2	3.4	1.1	-1.6	3.5	-1.7	-0.2	0.4	-0.9
CC(C)(C)OC(=O)N/N=C\c1ccc([N+](=O)[O-])s1	1.5	3.7	4.8	1.0	9.8	x	i	-0.7	-0.9
c1ccc2c(c1)ncn2CCCOc1ccc2c(c1)CCC2	x	7.7	3.5	0.9	-8.0	2.4	-0.2	-2.8	0.6
O=C(NCCS(=O)(=O)NCC1CCCO1)c1ccccc1 (stereo not drawn)	-1.1	3.5	-1.2	3.6	-2.6	0.5	i	-0.6	0.8
COc1ccc(-c2cccc(C(=O)NCC(=O)O)c2)cc1	-9.6	10.4	-1.4	3.7	-6.5	0.2	i	-0.8	1.7
O=c1[nH]cnc2c1ncn2[C@@H]1C[C@@H](O)[C@H](CO)O1	-0.7	4.6	13.3	-1.4	3.6	1.0	-1.0	-0.1	-0.3
CCOC(=O)c1c(C)[nH]c(C(=O)OCC(=O)N2CCCC2=O)c1C	0.5	0.7	-1.7	0.2	0.8	-0.8	-2.3	-1.6	-0.8
O=c1[nH]ncc(N2CCN(Cc3ccccc3)CC2)c1Cl	1.2	0.3	-0.1	-0.5	-10.9	x	-0.2	-3.9	4.7
Cc1csc(SC(C)C(=O)Nc2ccc(S(=O)(=O)N3CCCC3)cc2)n1 (stereo not drawn)	x	-5.3	-0.3	-3.1	-2.4	-0.6	-0.6	-4.8	-0.4
CC(C)CC(C(=O)NC(C)(C)C)N(Cc1cccs1)C(=O)c1snc(C(N)=O)c1N (stereo not drawn)	x	1.3	2.0	5.1	20.1	x	-0.3	-1.4	-1.0
CCOC(=O)C1CCN(Cc2ccc(OC)cc2OC)CC1	x	14.6	-1.0	-4.3	-5.3	-0.8	-1.2	-0.8	0.0
CCc1c(C)nc(Nc2nc(C)c3cc(OC)ccc3n2)[nH]c1=O	x	5.2	1.8	0.9	12.0	-0.3	i	0.3	1.6
COc1ccc(NC(=O)C2Cc3c(-c4cccc(C(C)=O)c4)ccnc3O2)cc1 (stereo not drawn)	-0.8	1.8	x	-4.0	9.8	1.0	-0.4	-3.2	x
N#Cc1ccc(NC(=O)CSc2n[nH]c(=O)n2C2CC2)cc1	0.6	7.6	2.0	-1.4	1.9	-0.4	i	-1.0	5.0
CC(=O)NC1(c2ccccc2)CCN(C(=O)N2CCOCC2)CC1	x	2.6	2.3	1.0	4.1	0.6	i	-0.3	-2.8
CCOC(=O)Nc1ccc2c(c1)Sc1ccccc1N2C(=O)CCN1CCOCC1	x	1.0	0.7	-5.6	16.7	-0.5	-0.7	-3.8	0.2
CC(C)(O)c1ccccc1CC[C@@H](SCC1(CC(=O)O)CC1)c1cccc(/C=C/c2ccc3ccc(Cl)cc3n2)c1	x	31.4*	5.0	5.9	17.6	-8.0	i	-1.4	-3.2
Cc1cc(SCC(=O)c2cc(C)n(C)c2C)nc2ccccc12	0.3	8.3	-0.9	-3.7	0.9	x	i	-1.1	1.5
CCNCCNC(=O)c1c(O)c2c([nH]c1=O)CCCC2	0.5	3.7	-0.4	3.9	-3.7	-0.9	i	-1.1	1.2
CCN(CC(=O)Nc1ccccc1C(F)(F)F)C(=O)COc1cccc2c1OC(C)(C)C2	1.1	-1.4	0.2	3.3	8.3	-0.5	-5.6	-0.1	-0.1
O=C(O)C(Cc1ccccc1)N1C(=O)CCC1=O (stereo not drawn)	-0.3	1.9	-0.9	2.3	-1.5	x	0.1	-0.1	0.2
S=C(NCC1COc2ccccc2O1)Nc1ccccc1 (stereo not drawn)	-1.0	5.5	-2.0	-1.4	-7.8	x	-0.2	-3.6	0.7
CC(C)(C)OC(=O)C[C@H]1C/C=C\C[C@@H](CC(=O)N(CCO)Cc2ccccc2)C(=O)NCCOC1=O	0.3	-13.2	0.3	1.6	9.5	-3.0	i	-3.6	3.3
NC(c1csc(Nc2ccc(C(=O)NCCO)cc2)n1)C1CCCCC1 (stereo not drawn)	0.4	17.3	x	2.0	-3.3	-2.1	-0.5	-1.9	x
O=c1c2cc3c(cc2[nH]c(=S)n1C1CCN(Cc2ccccc2)CC1)OCO3	0.9	-5.0	0.1	4.0	6.6	x	-0.4	-2.4	-4.6
COc1ccc(-c2csc(N3C(=O)C4C5c6ccccc6C(c6ccccc65)[C@@H]4C3=O)n2)cc1 (stereo partly drawn)	x	4.9	-0.5	-3.3	4.7	x	-0.3	-2.2	-1.1
c1ccc2c(c1)CNC1(CCCCC1)C2	x	-5.4	0.5	0.6	-6.8	0.0	i	-2.7	-3.3
O=S(=O)(Nc1cccnc1)c1ccc(Br)c2ccccc12	0.5	4.9	-1.1	0.3	-7.0	-2.6	i	-1.0	1.4
CCOC(=O)[C@@H]1[C@H]2COc3cc(OC)ccc3[C@H]2N2C(=O)N(c3ccc(Br)cc3)C(=O)[C@]12C	0.8	-9.0	1.3	1.1	-9.2	-1.1	-0.9	-2.3	0.1
O=C(Cc1ccc([N+](=O)[O-])cc1)NCCS(=O)(=O)N1CCN(c2ccccc2)CC1	0.8	3.5	x	0.7	6.5	-2.1	i	-0.7	x
CC1(C)CC(N2CCN(Cc3ccccc3)CC2)=CC(=[N+]2CCCCC2)C1	1.7	63.6*	-0.3	0.3	5.3	0.0	0.5	-1.6	-2.7
O=C(CCNC(=O)c1ccccc1Cl)Nc1nc(-c2ccc3ccccc3c2)cs1	-0.3	-7.4	2.8	-3.8	26.7	-0.7	-0.3	-4.6	-1.6
O=S(=O)(NCc1ccccn1)C(F)(F)F	1.1	-4.4	1.2	3.0	3.4	-1.1	10.0	-2.2	1.4
COc1cc(NC(=O)CSc2nnc3c(C)cc4c(C)ccc(C)c4n23)c(C(=O)O)cc1OC	2.1	1.6	1.0	6.3	0.0	x	0.3	-1.2	-0.8
O=C1C2C3C=CC(C3)C2C(=O)N1Nc1ccc([N+](=O)[O-])cc1[N+](=O)[O-] (stereo not drawn)	-9.0	21.3	1.1	1.2	-1.8	-1.9	-0.7	-0.6	-1.7

Sorted by number of heavy atoms (rising): part of the list above.
canonical_smiles	TcdB inh	GDH-TPI inh	PfHsp40 yeast	FBA Mtb inh	Y pestis TopoI	Mtb BioA inh	BH1578 lux ind	FadD28 FP inh	Mtb UGM inh
O=S(=O)(NCc1ccccn1)C(F)(F)F	1.1	-4.4	1.2	3.0	3.4	-1.1	10.0	-2.2	1.4
O=C1C2C3C=CC(C3)C2C(=O)N1Nc1ccc([N+](=O)[O-])cc1[N+](=O)[O-] (stereo not drawn)	-9.0	21.3	1.1	1.2	-1.8	-1.9	-0.7	-0.6	-1.7
CC1(C)CC(N2CCN(Cc3ccccc3)CC2)=CC(=[N+]2CCCCC2)C1	1.7	63.6*	-0.3	0.3	5.3	0.0	0.5	-1.6	-2.7
CCOC(=O)[C@@H]1[C@H]2COc3cc(OC)ccc3[C@H]2N2C(=O)N(c3ccc(Br)cc3)C(=O)[C@]12C	0.8	-9.0	1.3	1.1	-9.2	-1.1	-0.9	-2.3	0.1
